Compound activity deposited in PubChem by National Center for Advancing Translational Sciences (NCATS).
TSHR antagonist = Antagonists of the Thyroid Stimulating Hormone Receptor: HTS campaign; hit rate 0.2% among 330,000; TSHR-expressing cells, TSH-stimulated cAMP HTRF, 2 h; stronger effect = lower value; AID 504810, 2011; Thyrotropin receptor (Homo sapiens), P16473; activity change, negative = inhibition, % at 11.5 µM;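 active means activity change below a set negative limit, meaning inhibition stronger than a set level, cut at about -70% in these data; inconclusive means activity change between two set negative limits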; further: on the % scale 0 is the no-effect control and ±100 the full control effect
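Read-out is FRET at 665 nm (cryptate excitation 337 nm) from a cryptate-tagged anti-cAMP antibody, competed by cell cAMP against cAMP-d2. Compounds are tested on freshly harvested TSHR cells challenged with 4nM TSH (EC80) for 2 hours at 37 deg C.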
TSG101-PTAP inh = qHTS Assay for Iinhibitors of HIV-1 Budding by Blocking the Interaction of PTAP/TSG101; Fluorescence polarization, FITC-PTAP peptide / Tsg101 binding; Potency, µM (doses to about 115 µM), for inactives: at the highest dose activity change, negative = inhibition, most hits filed as inhibitors; 340,000 tested, under 10 active; AID 493005, 2010; active means well fitted inhibition curve with a large enough effect in the main read-out, with a control signal flat, not every such curve was filed as active; inconclusive means small, poorly fitted or top-dose-only effect, or effect the other way, or a change in a side signal; inactive means no such curve, though single readings can be large or run the other way; further: potency means the concentration at half of the fitted maximal effect; % of control where 0% means no effect
Target sequence (Q99816 whole entry, looked up): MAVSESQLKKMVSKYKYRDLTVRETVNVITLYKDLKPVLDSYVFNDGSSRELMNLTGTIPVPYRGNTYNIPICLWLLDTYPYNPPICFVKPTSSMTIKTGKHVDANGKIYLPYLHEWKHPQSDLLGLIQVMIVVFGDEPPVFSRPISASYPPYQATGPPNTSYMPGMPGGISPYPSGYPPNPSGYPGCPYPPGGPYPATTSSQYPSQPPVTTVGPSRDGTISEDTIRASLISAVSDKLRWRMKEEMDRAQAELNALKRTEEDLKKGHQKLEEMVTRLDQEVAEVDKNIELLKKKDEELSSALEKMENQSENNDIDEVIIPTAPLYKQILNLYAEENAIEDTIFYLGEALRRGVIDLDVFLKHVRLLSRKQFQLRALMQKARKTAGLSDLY
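FP read-out: FITC-PTAP peptide, 50 nM final, binding Tsg101 binding domain, 10 uM final; 20 min, r.t.; 10 mM HEPES pH 7.5, 0.15 M NaCl, 0.01% Tween 20, 3 mM EDTA, 0.1 mM TCEP.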
S-ASM inh = Inhibitors of Secretory Acid Sphingomyelinase (S-ASM): qHTS; AID 504937, 2011; Potency, µM (titrated, usually from 57.5 µM), inactives show at the top dose activity change, negative = inhibition, hits mostly inhibitors; Sphingomyelin phosphodiesterase (Homo sapiens), P17405; hit rate 0.006% among 340,000; placental ASM, HMU-PC fluorogenic substrate, 60 min; further: potency means the concentration at half of the fitted maximal effect
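HMU-PC0 cleavage (9 uM final) by human placental ASM, 60 min at 37 °C following 10 min compound exposure at RT; stopped at pH 10, fluorescence Ex 386/Em 447 nm.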
Mito fusion yeast = qHTS Assay for Small Molecule Inhibitors of Mitochondrial Division or Activators of Mitochondrial Fusion; S. cerevisiae fusion-defective mutant growth rescue, CellTiterGlo 48 h; Potency, µM (top dose mostly 46.1 µM), without a hit: at the highest dose growth rescue (activation), usual class: activators; hit rate 0.23% among 320,000; AID 485298, 2010;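 further: potency means the concentration at half of the fitted maximal effect; % of control where 0% means no effect; nearly all actives have a fitted effect of over 45% in size; temperature-sensitive fusion mutants such as fzo1-1 at 37 °C on non-fermentable ethanol glycerol medium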
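Growth-rescue viability read-out: after 48 h at the non-permissive 37C in glycerol/ethanol YPEG, yeast mitochondrial fusion mutants are measured by CellTiterGlo luminescence; compounds (23 nl pinned per well) restoring growth score as division inhibitors or fusion activators.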
TCR act = Activators of T cell receptors: qHTS campaign. Potency, µM (titrated, usually from 9.22 µM), without a hit: at the highest dose activation of IL-2 secretion, most hits filed as activators. 330,000 tested, under 10 active. primary human leukocytes, anti-CD3, IL-2 HTRF, 48 h; further: % of control where 0% means no effect
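1) Mix primary human leukocytes, a-CD3 beads and compound. 2) Incubate 48 hr. 3) Add HTRF IL-2 reagents (a-IL-2-K, a-IL-2-d2).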
CXXC DNA block = qHTS Fluorescence Polarization Assay for Inhibitors of MLL CXXC domain - DNA interaction; Potency, µM (top dose mostly 115 µM), without a hit: top-dose activity change, negative = inhibition, most hits filed as inhibitors; hit rate 0.037% among 290,000; Histone-lysine N-methyltransferase 2A (Homo sapiens), Q03164; MLL-CXXC / FITC-HOXA9 DNA fluorescence polarization; AID 2662, 2010; active means well fitted inhibition curve with a large enough effect in the polarisation, with a control signal flat, not every such curve was filed as active; inconclusive means small, poorly fitted or top-dose-only effect, or effect the other way, or a change in a side signal; inactive means no such curve, though single readings can be large or run the other way; the % refers to the polarisation; further: potency means the concentration at half of the fitted maximal effect
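Purified MLL-CXXC (added from a 7 uM solution) was preincubated 5 min at ambient with pinned compounds in 50 mM Tris-HCl pH 7.5, 50 mM NaCl, 1 mM DTT, 0.05% BSA. Fluorescein-labeled HOX-A9 DNA (50 nM solution) followed, 30 min, then polarization read.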
MBNL1 CUG block = qHTS Assay for Inhibitors of MBNL1-poly(CUG) RNA binding | Muscleblind-like protein 1 (Homo sapiens), Q9NR56 | TR-FRET MBNL1-His/biotin-(CUG)12 binding, 665/545 ratio | Potency, µM (doses to about 57.5 µM), for inactives: at the top dose activity change, negative = inhibition, hits mostly inhibitors | hit rate 0.036% among 280,000 | AID 2675, 2010; active means well fitted inhibition curve with a large enough effect in the signal ratio, with a control signal flat, not every such curve was filed as active; inconclusive means small, poorly fitted or top-dose-only effect, or effect the other way, or a change in a side signal; inactive means no such curve, though single readings can be large or run the other way; the % refers to the signal ratio; further: potency means the concentration at half of the fitted maximal effect; on the % scale 0 is the no-effect control and ±100 the full control effect
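Compounds (final 92 nM to 58 uM) are added to His-tagged MBNL1 and biotin-(CUG)12, then terbium anti-His antibody and streptavidin-XL665 (5 nM final). After 60 min at room temperature, the 665/545 nm ratio is read.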
AT treatment = qHTS Assay for Identifying a Potential Treatment of Ataxia-Telangiectasia; hit rate 0.19% among 320,000; […] A-T fibroblasts, KAP-1 phosphorylation AlphaLISA; neocarzinostatin DNA damage 30 min before lysis; Potency, µM (top dose mostly 57.5 µM), for the others: at the top dose activation, most hits filed as activators; further: potency means the concentration at half of the fitted maximal effect; % of control where 0% means no effect; nearly all actives have a fitted effect of over 45% in size
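ATM-like activity read as KAP-1 phosphorylation via AlphaLISA donor/acceptor antibody pairs after lysis and 6 hr at 25C. Cells were ATM-null patient fibroblasts ([…], hTERT), dosed 60 min, then exposed to the DSB inducer NCS for 30 min.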
a7 integrin act = qHTS for Activators of Integrin-Mediated Alleviation for Muscular Dystrophy | hit rate 0.064% among 350,000 | Potency, µM (top dose mostly 38.3 µM), for the others: top-dose activation, most hits filed as activators | alpha7betagal myoblasts, beta-gal FDG fluorescence, 48 h;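 further: potency means the concentration at half of the fitted maximal effect; 100% = response of the positive control SU9516; nearly all actives have a fitted effect of over 60% in size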
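Alpha7betagal+/- myoblasts (passage 13) were plated 16-24 hr, then exposed to compounds (1:260 dilution of DMSO stock) for 48 hours at 37C. After MPER lysis, β-galactosidase reporter activity was read as FDG fluorescence (ex 480/em 540) after 30 minutes.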
Menin MLL FP TR = qHTS Assay for Inhibitors Targeting the Menin-MLL Interaction in MLL Related Leukemias: Competition With Texas Red Labeled MLL-derived Mutant Peptide. O00255. Menin + Texas Red MLL mutant peptide, fluorescence polarization. Potency, µM (highest dose often 61.6 µM), for the others: top-dose FP activity change, negative = inhibition, usual class: inhibitors. hit rate 0.23% among 270,000; active means well fitted inhibition curve with a large enough effect in the polarisation, with a control signal flat, not every such curve was filed as active; inconclusive means small, poorly fitted or top-dose-only effect, or effect the other way, or a change in a side signal; inactive means no such curve, though single readings can be large or run the other way; the % refers to the polarisation; further: potency means the concentration at half of the fitted maximal effect; % of control where 0% means no effect; many of its hits are not listed in these tables
Target sequence (O00255 whole entry, looked up): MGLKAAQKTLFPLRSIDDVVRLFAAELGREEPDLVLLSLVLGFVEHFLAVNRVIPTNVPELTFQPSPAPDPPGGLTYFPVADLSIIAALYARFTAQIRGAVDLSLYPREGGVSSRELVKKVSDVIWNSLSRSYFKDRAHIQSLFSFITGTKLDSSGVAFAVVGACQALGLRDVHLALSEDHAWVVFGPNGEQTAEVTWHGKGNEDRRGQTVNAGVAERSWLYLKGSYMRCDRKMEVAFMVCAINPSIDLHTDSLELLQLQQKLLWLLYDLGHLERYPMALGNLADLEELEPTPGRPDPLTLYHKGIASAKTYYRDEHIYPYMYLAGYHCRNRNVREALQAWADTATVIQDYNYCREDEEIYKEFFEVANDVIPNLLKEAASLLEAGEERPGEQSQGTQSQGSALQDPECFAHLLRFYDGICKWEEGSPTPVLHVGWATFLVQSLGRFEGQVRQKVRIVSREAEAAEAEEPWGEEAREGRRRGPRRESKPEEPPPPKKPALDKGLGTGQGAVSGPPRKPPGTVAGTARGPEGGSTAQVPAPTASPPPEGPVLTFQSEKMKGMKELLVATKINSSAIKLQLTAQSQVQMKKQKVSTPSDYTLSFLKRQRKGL
Numbers without * were called inactive; ? = inconclusive; . = no result given; & = joins results of further samples; [ ] = another dose, or the depositor's remark. Unless noted, the call rests on the fitted dose curve; in most records, active means well fitted curve in the direction sought with a large enough effect; inconclusive means small, poorly fitted or top-dose-only effect, or another doubt; inactive means no such curve, though single readings can be large; an effect the other way counts as inactive or inconclusive. Not all compounds are listed, so the mix of outcomes need not match the whole.

SMILES	TSHR antagonist	TSG101-PTAP inh	S-ASM inh	Mito fusion yeast	TCR act	CXXC DNA block	MBNL1 CUG block	AT treatment	a7 integrin act	Menin MLL FP TR
CCOC(=O)c1nn(-c2ccc(Cl)cc2C)ccc1=O	24	-1%	1%	2%	-2%	-1%	-8%	15%	24%	-7%
S=c1[nH]ncn1NCc1ccc(Cl)cc1Cl	10	-10%	-1%	-3%	2%	47%[activator]	3%	-1%	-32%	15%
O=c1c2ccccc2cnn1Cc1cccc(Br)c1	-2	0%	-3%	24%	.	4%	1%	0%	17%	22%
Oc1c(Br)cc(Br)cc1CNc1nccs1	0	-7%	-2%	7%	-3%	5%	-2%	-1%	14%	60%[activator]
CCn1c(SCC(N)=O)nnc1-c1ccc(OC)c(OC)c1	-2	-5%	2%	0%	-20%	-3%	-10%	13%	16%	6%
COc1ccc(CCNC(=O)c2ccc3c(SCC(=O)O)c4c(nc3c2)CCCC4)cc1OC	0	-7%	5%	4%	3%	2%	26%	-3%	?	-9%
CCCSc1cc(NCCOC(C)=O)c([N+](=O)[O-])c2nonc12	-4	-2%	-1%	20%	-5%[46.1 µM]	-2%	?	-7%	-34%	5%
Nc1sc(-c2ccccc2)n[n+]1Cc1cccc2cccnc12	-3	2%	-1%	4%	4%	-11%	0%	45%	-32%	.
CCOc1cc(/C=N/NC(=O)c2cc(-c3cccc(OC)c3)nc3ccccc23)ccc1O	.	-1%	-28%	.	-7%	.	.	.	-35%	.
COc1ccc(C2CC(c3ccccc3OC(C)=O)=NN2C(=O)/C=C/c2ccccc2)cc1OC (configuration not stated)	0	-1%	-12%	?	-8%[46.1 µM]	1%	?	12%	-1%	-9%
O=C(NC1CCCCC1)c1ccc(-c2ccccc2[N+](=O)[O-])o1	-23	-4%	0%	-2%	-6%	3%	?	-3%	0%	.
C#CCONC(=O)c1cc(OCC(F)(F)F)ccc1OCC(F)(F)F	10	-4%	2%	1%	3%	1%	-3%	-1%	-1%	-12%
O=C(NCc1ccc2c(c1)OCO2)C1CC(=O)N(C2CCCC2)C1 (configuration not stated)	-14	-1%	5%	-2%	2%	2%	2%	10%	40%	-4%
CC1CCCN(CCCNC(=O)c2ccc3c(c2)N(Cc2ccccc2F)C(=O)c2ccccc2S3(=O)=O)C1 (configuration not stated)	40	1%	-2%	1%	-13%	-4%	-11%	15%	-52%[inhibitor]	.
O=C(NCCc1c[nH]c2ccccc12)C(=O)NCC(c1cccnc1)N1CCN(c2ccccc2)CC1 (configuration not stated)	-1	-2%	1%	8%	1%	3%	6%	-21%	6%	11%
Cc1[nH]c2ccccc2c1/C=N/NC(=O)C1CC1(c1ccccc1)c1ccccc1 (configuration not stated)	1	1%	-28%	-16%	-1%[46.1 µM]	13%	-16%	-8%	-44%	?
CC(O)CNc1ncnc2cc(-c3ccc(F)cc3)sc12 (configuration not stated)	-7	-3%	235%[activator]	-6%	2%	-3%	11%	16%	?	3%
Cc1nn(Cc2nnc(SCC(=O)Nc3ccc(Cl)cc3)n2C)c(C)c1[N+](=O)[O-]	7	-1%	-1%	-4%	-3%	-7%	-10%	17%	-27%	.
O=C(c1cc2ccccc2oc1=O)N1CCN(S(=O)(=O)c2ccccc2)CC1	-8	-1%	-2%	1%	2%	-3%	-2%	4%	15%	2%
CCc1cc(-c2n[nH]c(C)c2-c2nc(C)cs2)c(O)cc1OC	-1	-1%	-15%	?	1%	10%	1%	0%	-2%	2%
CCOP(=O)(OCC)C(C)(C)NC(=O)c1cc([N+](=O)[O-])cc([N+](=O)[O-])c1	4	-8%	0%	-1%	0%	10%	?	.	9%	1%
CCN(CC(=O)NCc1ccc(Cl)cc1)C(=O)c1ccc(C#N)cc1	5	-9%	-3%	-4%	0%	-3%	5%	-3%	-10%	2%
COc1cc([N+](=O)[O-])ccc1NC(=O)CN1CCCC1	8	0%	2%	0%	0%	-8%	?	4%	0%	-13%
Cc1cc(C(=O)COc2cc(F)ccc2[N+](=O)[O-])c(C)n1CC1CCCO1 (configuration not stated)	-6	-7%	0%	.	-3%	.	.	-1%	-30%	.
Cc1ccc(OCC(=O)N(Cc2cccc(Cl)c2)C2CCS(=O)(=O)C2)cc1C (configuration not stated)	-1	4%	-4%	?	-2%	-2%	-5%	1%	27%	-6%
Going on with the list.
SMILES	TSHR antagonist	TSG101-PTAP inh	S-ASM inh	Mito fusion yeast	TCR act	CXXC DNA block	MBNL1 CUG block	AT treatment	a7 integrin act	Menin MLL FP TR
Cc1c(Br)c([N+](=O)[O-])nn1CC(=O)N1CCc2ccccc2C1	-2	-2%	-4%	0%	1%[46.1 µM]	60%[activator]	10%	2%	-15%	-7%
Cc1cccc(NC(=O)CCCC(=O)OC(C)C(=O)c2ccccc2)c1 (configuration not stated)	-20	-4%	-1%	6%	4%	-2%	-5%	1%	12%	-5%
O=c1oc(-c2ccc(Cl)c(Cl)c2)nn1-c1ccc(C(F)(F)F)cn1	-3	-8%	-1%	0%	2%	?	.	5%	-16%	.
Cc1ccc(NC(=O)c2c(C(F)(F)F)nn(C)c2SCc2ccc(Cl)cc2)cc1C	-12	-10%	-17%	1%	13%	9%	7%	2%	-51%[inhibitor]	9%
CCOc1ccc(Nc2nc(N(C)c3ccccc3)nc(N)c2[N+](=O)[O-])cc1	-1	-2%	-4%	2%	2%	6%	4%	-3%	12%	22%
COc1ccc(CCN(C)C(=O)C(CCSC)NC(=O)c2ccco2)cc1OC (configuration not stated)	1	-3%	1%	12%	0%	.	.	-8%	-13%	.
C[C@H](CCC(=O)O)[C@H]1CC[C@H]2[C@@H]3CC[C@@H]4C[C@H](O)CC[C@]4(C)[C@H]3C[C@H](O)[C@]12C	.	0%&-1%&-2%	2%&3%&7%	.	-5%&-7%&6%	0%	.	.	1%	-5%
O=C(Nc1cccnc1Cl)c1cc(-c2ccc(F)cc2)on1	3	0%	-14%	-11%	3%	0%	4%	6%	0%	14%
Cc1nn(-c2ccccc2)c2sc(C(=O)n3cccn3)cc12	-5	-3%	52%[activator]	-2%	-3%	2%	9%	-8%	15%	13%
CCOC(=O)CCSc1nc(C)c2cc(OC)ccc2n1	-4	-3%	133%[activator]	3%	11%[46.1 µM]	0%	6%	2%	15%	0%
Cc1nc2ccccc2n1CCOc1ccccc1	?	-1%	2%	-7%	6%	-5%	-3%	12%	-39%	-7%
Cc1ccc(SCc2nc(-c3ccncc3)no2)cc1	-7	-7%	2%	1%	-5%	-4%	-7%	-1%	-2%	-13%

Reprinted at random: 4 compounds from above, in no set order.
SMILES	TSHR antagonist	TSG101-PTAP inh	S-ASM inh	Mito fusion yeast	TCR act	CXXC DNA block	MBNL1 CUG block	AT treatment	a7 integrin act	Menin MLL FP TR
CCOC(=O)CCSc1nc(C)c2cc(OC)ccc2n1	-4	-3%	133%[activator]	3%	11%[46.1 µM]	0%	6%	2%	15%	0%
O=c1oc(-c2ccc(Cl)c(Cl)c2)nn1-c1ccc(C(F)(F)F)cn1	-3	-8%	-1%	0%	2%	?	.	5%	-16%	.
CCOC(=O)c1nn(-c2ccc(Cl)cc2C)ccc1=O	24	-1%	1%	2%	-2%	-1%	-8%	15%	24%	-7%
COc1ccc(CCNC(=O)c2ccc3c(SCC(=O)O)c4c(nc3c2)CCCC4)cc1OC	0	-7%	5%	4%	3%	2%	26%	-3%	?	-9%
